Cav32 inh = Cav3.2 calcium influx blockers – cell-based, Fluo-4 calcium fluorescence, FDSS, MLSMR library, primary screen. 4% of 100,000 active. Cav3.2-expressing cells; active compounds read low. B-score at 10 µM;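 active = single-dose well whose peak fluorescence ratio is a statistical outlier from its plate by either plate-standardised score or position-corrected B-score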
Numbers without * were called inactive. A portion of the library; rates above refer to the full screens.

SMILES	Cav32 inh
COc1ccc(CCN(C)Cc2ccc(F)cc2F)cc1OC	1.1
Cc1cc(OCC(=O)O)c2c3c(c(=O)oc2c1)CCCC3	0.34
O=c1c(C=NCCN2CCNCC2)c(O)n(C2CCCCC2)c(=O)n1C1CCCCC1	-0.27
O=C(c1ccccc1F)c1cn(CC(=O)N2CCOCC2)c2ccccc12	0.81
CCS(=O)(=O)N1CCCC(C(=O)N2CCC3(CC2)OCCO3)C1 (configuration not stated)	0.72
CC(C)N(CC(O)c1cccc([N+](=O)[O-])c1)C(C)C (configuration not stated)	0.14
O=C1NC(=O)C(Cc2cccs2)C(=O)N1	-1.3
C=CCN(CC=C)Cc1c[nH]c2ccccc12	0.017
C=CCN1C(=O)CSc2ccc(C(=O)N3CCC4(CC3)OCCO4)cc21	0.77
c1ccc(CCn2nnnc2CN2CCC(n3nnc4ccccc43)CC2)cc1	0.77
O=C1c2ccccc2C(=O)N1Cc1nc2ccccc2c(=O)n1-c1ccc(Br)cn1	-1.3
Cc1ccnc(-n2c(-c3ccco3)nc3ccccc3c2=O)c1	0.26
CCC(=NCCc1c[nH]c2ccccc12)c1c(O)n(C)c(=O)n(C)c1=O	-2.6
CCCCCSc1cc(OC)c(CCN)cc1OC	0.84
Cc1cccc(-n2c(O)c(C=NCc3cccnc3)c(=O)[nH]c2=O)c1C	0.15
Cc1ccccc1C1=NCC(=O)N(CC(=O)NCc2ccco2)c2sc3c(c21)CCCC3	-7.2*
O=c1[nH]c2c(c(=O)n1C1CCCCC1)CCC2	-1.4
CCCNC(=O)c1c(N)n(CC2CCCO2)c2nc3ccccc3nc12 (configuration not stated)	-6.2*
Oc1cccc2nc3ccccc3nc12	0.48
CCOc1cc2[nH]c(=S)n(CCCC(=O)N3CCC4(CC3)OCCO4)c(=O)c2cc1OCC	1.2
CCOc1ccc(CN(CCCl)CCCl)cc1C(=O)OC	-0.11
Cc1cccc(C(=O)NC(Oc2ccccc2)C(Cl)(Cl)Cl)c1 (configuration not stated)	-2.9
CC1(C)CC(=O)C(C=NCCN2CCN(C(=O)Cc3ccc(F)cc3)CC2)=C(O)C1	0.61
O=C(CN1CC(c2ccccc2)CC1=O)Nc1ccccc1 (configuration not stated)	-0.15
O=C(Cn1nc(Cc2cccnc2)c2ccccc2c1=O)N1CCC2(CC1)OCCO2	0.037
O=C1C2CCCN2C(c2ccncc2)N1c1ccc(Cl)c(Cl)c1 (configuration not stated)	0.29
CCOC(=O)C1=C(C)OC(N)=C(C(=O)OCC)[C@@]12C(=O)N(CC(N)=O)c1ccccc12	-0.096
CCCC1=C(C(=O)OCC)C2(C(=O)Nc3ccccc32)C(C#N)=C(N)O1 (configuration not stated)	-0.68
S=C1CN=C(c2ccccc2)c2cc(Cl)ccc2N1	-2.4
CC(C)CCn1c(N)c(C(=O)NCc2cccs2)c2nc3ccccc3nc21	0.005
CC12CCCCC1=NC(c1ccc(Br)cc1)N2O (configuration not stated)	0.029
Cc1nc2ccccc2c(=O)n1-c1ccc(F)cc1	-2.1
COc1ccccc1N1CCN(Cc2ccccc2F)CC1	1.1
O=C(CN1CCCC1=O)Nc1ccccc1	1.3
O=C(NCC(c1cccnc1)N1CCN(c2ccccc2)CC1)Oc1ccccc1 (configuration not stated)	0.43
CCOC(=O)C1=C(N)Oc2cc(C)oc(=O)c2C12C(=O)N1c3c(cccc32)C(C)=CC1(C)C (configuration not stated)	-3
CCOC(=O)c1c(C)n(CCN2CCN(C)CC2)c2ccc(OC)cc12	0.75
COc1cc(/C=N/NC(=O)Cn2c([N+](=O)[O-])cnc2C)ccc1OC(=O)N(C)C	0.12
Fc1ccc2c(c1)nnn2C1CCN(Cc2c(Cl)cccc2Cl)CC1	-0.015
COc1ccc(OC)c(C2=NOC(C(=O)N3CCC4(CC3)OCCO4)C2)c1 (configuration not stated)	0.45
C[N+](C)(C)CC#CCOC(=O)Nc1cccc(Cl)c1	-0.11
NCC(CC(=O)O)c1ccc(Cl)cc1 (configuration not stated)	0.029
Cc1nc2nc(SCC(=O)N3CCC4(CC3)OCCO4)nn2c(C)c1Cc1ccccc1	1.6
O=c1[nH]c(N2CCN(Cc3ccc4c(c3)OCO4)CC2)nc2c1CCC2	0.39
COc1ccc(CCNCc2ccccc2F)cc1OC	-0.3
COc1ccc(CCn2c(O)c(C=NCCN3CCCCC3)c(=O)[nH]c2=O)cc1OC	0.15
CCOC(=O)N1CCC(NC(=O)CCc2nc(C3=CCN(C)CC3)no2)CC1	-0.12
CC12CN3CC(C)(CN(C1)C3c1cccs1)C2O (configuration not stated)	-0.61
CCN(CCCl)Cc1ccccc1Br	-5.1*
Cn1c(O)c(C(=O)c2ccccc2F)c(=O)n(C)c1=O	-0.094

Of the compounds above, 15 have four or more nitrogen atoms:
SMILES	Cav32 inh
O=c1c(C=NCCN2CCNCC2)c(O)n(C2CCCCC2)c(=O)n1C1CCCCC1	-0.27
c1ccc(CCn2nnnc2CN2CCC(n3nnc4ccccc43)CC2)cc1	0.77
O=C1c2ccccc2C(=O)N1Cc1nc2ccccc2c(=O)n1-c1ccc(Br)cn1	-1.3
CCC(=NCCc1c[nH]c2ccccc12)c1c(O)n(C)c(=O)n(C)c1=O	-2.6
Cc1cccc(-n2c(O)c(C=NCc3cccnc3)c(=O)[nH]c2=O)c1C	0.15
CCCNC(=O)c1c(N)n(CC2CCCO2)c2nc3ccccc3nc12 (configuration not stated)	-6.2*
O=C(Cn1nc(Cc2cccnc2)c2ccccc2c1=O)N1CCC2(CC1)OCCO2	0.037
CC(C)CCn1c(N)c(C(=O)NCc2cccs2)c2nc3ccccc3nc21	0.005
O=C(NCC(c1cccnc1)N1CCN(c2ccccc2)CC1)Oc1ccccc1 (configuration not stated)	0.43
COc1cc(/C=N/NC(=O)Cn2c([N+](=O)[O-])cnc2C)ccc1OC(=O)N(C)C	0.12
Fc1ccc2c(c1)nnn2C1CCN(Cc2c(Cl)cccc2Cl)CC1	-0.015
Cc1nc2nc(SCC(=O)N3CCC4(CC3)OCCO4)nn2c(C)c1Cc1ccccc1	1.6
O=c1[nH]c(N2CCN(Cc3ccc4c(c3)OCO4)CC2)nc2c1CCC2	0.39
COc1ccc(CCn2c(O)c(C=NCCN3CCCCC3)c(=O)[nH]c2=O)cc1OC	0.15
CCOC(=O)N1CCC(NC(=O)CCc2nc(C3=CCN(C)CC3)no2)CC1	-0.12
